# Screening data as filed in PubChem.
# A3G deaminase: APOBEC3G DNA deaminase inhibitors, primary screen, biochemical, fluorescence, single-stranded DNA substrate, uHTS; DNA dC->dU-editing enzyme APOBEC-3G (Homo sapiens), Q9HC16; recombinant A3G, ssDNA deamination FAM/TAMRA fluorescence; inhibition, % at 20 µM; 330,000 tested, 0.28% active;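 active = inhibition of at least 40% at 20 µM, with no more than 30% in the related APOBEC3A deaminase screen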;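 note: plate controls were DMSO wells with A3G for no effect and wells lacking A3G enzyme for full effect; some compounds called inactive have numbers as strong as hits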
# Target sequence (Q9HC16 whole entry, looked up): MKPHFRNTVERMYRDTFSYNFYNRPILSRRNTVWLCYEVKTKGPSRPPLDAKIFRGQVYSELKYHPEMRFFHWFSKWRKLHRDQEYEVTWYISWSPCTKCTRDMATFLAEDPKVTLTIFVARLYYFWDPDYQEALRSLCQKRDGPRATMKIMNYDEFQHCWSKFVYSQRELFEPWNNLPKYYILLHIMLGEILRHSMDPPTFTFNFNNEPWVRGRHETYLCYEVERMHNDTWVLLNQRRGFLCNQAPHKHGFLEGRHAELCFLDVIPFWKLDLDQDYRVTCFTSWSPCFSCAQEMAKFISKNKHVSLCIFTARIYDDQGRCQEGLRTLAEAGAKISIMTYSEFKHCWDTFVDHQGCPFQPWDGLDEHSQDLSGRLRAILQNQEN
# MPTP block: mitochondrial permeability transition pore inhibitors, primary screen, biochemical, isolated mouse mitochondria, absorbance. Ca2+ swelling absorbance, 30 min. 360,000 tested, 1.4% active. AID 602449, 2012. inhibition, % at 10 µM;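 active = inhibition of 50% or more, scaled per plate between neutral and stimulator controls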;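 note: 0% = DMSO wells given calcium and 100% = 1 mM EGTA wells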
# hIAP act: human IAP activators, primary screen, biochemical, luminescence, uHTS; activation factor at 10 µM; 330,000 tested, 0.16% active; Intestinal-type alkaline phosphatase (Homo sapiens), P09923; AID 2524, 2010; purified human IAP, CDP-Star luminescence, 30 min; active compounds read high; 1 = vehicle-only enzyme, 0 = enzyme-free background;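 active = activation factor of the enzyme at least 2-fold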; note: the source names both 10 and 20 µM as test concentration; values of inactives mirror those of a sister screen read the other way
# Target sequence (P09923 whole entry, looked up): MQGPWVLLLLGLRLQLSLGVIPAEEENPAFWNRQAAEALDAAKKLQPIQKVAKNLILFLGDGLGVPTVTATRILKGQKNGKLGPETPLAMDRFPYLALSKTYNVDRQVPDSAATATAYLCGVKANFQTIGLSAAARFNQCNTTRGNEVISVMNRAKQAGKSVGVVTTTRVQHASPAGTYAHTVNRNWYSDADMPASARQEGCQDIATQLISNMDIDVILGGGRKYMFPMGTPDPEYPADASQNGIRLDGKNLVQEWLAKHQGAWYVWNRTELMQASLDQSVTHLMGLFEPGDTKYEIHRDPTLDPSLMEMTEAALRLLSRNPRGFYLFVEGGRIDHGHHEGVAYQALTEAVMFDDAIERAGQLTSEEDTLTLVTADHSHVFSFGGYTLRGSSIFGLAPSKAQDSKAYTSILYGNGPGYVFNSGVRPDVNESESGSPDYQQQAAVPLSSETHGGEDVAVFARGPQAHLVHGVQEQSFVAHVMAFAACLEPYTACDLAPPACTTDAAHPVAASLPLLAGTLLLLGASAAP
# A3A deaminase: APOBEC3A ssDNA deaminase inhibitors, primary screen, selectivity assay for APOBEC3G inhibitor project, biochemical, FAM/TAMRA oligo cleavage fluorescence; recombinant A3A, FAM/TAMRA ssDNA deamination fluorescence; inhibition, % at 20 µM; 330,000 tested, 0.41% active; AID 493011, 2011;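 active = at least 40% inhibition at 20 µM here, with at most 30% in a related deaminase screen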;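 note: plate controls were A3A with DMSO for no effect and wells lacking A3A enzyme for full effect; some results filed as inactive read as strong as hits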
# Target sequence (P31941 whole entry, looked up): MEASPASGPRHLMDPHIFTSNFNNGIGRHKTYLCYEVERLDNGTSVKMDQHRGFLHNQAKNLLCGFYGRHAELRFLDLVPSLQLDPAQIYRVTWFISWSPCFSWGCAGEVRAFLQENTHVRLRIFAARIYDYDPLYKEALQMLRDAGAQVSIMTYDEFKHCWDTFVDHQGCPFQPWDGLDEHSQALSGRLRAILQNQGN
# mIAP inh: inhibitors of mouse IAP, primary screen, biochemical, luminescence, uHTS; 330,000 tested, 0.2% active; AID 2806, 2010; purified mouse IAP, CDP-Star luminescence, 30 min; inhibition, % at 10 µM; intestinal alkaline phosphatase [Mus musculus];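 active = inhibition of at least 40% at 10 µM in the primary screen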;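 note: plate controls were DMSO with enzyme for no effect and no enzyme wells for full effect; values of inactives mirror those of a sister screen read the other way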
# mIAP act: activators of mouse IAP, primary screen, biochemical, luminescence, uHTS. muIAP, CDP-Star luminescence, 30 min; active compounds read high; 1 = vehicle-only enzyme signal, 0 = enzyme-free wells. intestinal alkaline phosphatase [Mus musculus]. 330,000 tested, 0.24% active. activation factor at 10 µM;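 active = activation factor of at least 2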; note: the source names both 10 and 20 µM as test concentration; values of inactives mirror those of a sister screen read the other way
#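 also added = chemiluminescent substrate CDP-Star | test system = mouse IAP enzyme | signal = chemiluminescence readout | compound = DMSO-dissolved test compounds | incubation = 30 min at room temperature | benchmarks = DMSO wells, no-enzyme wells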
# beta cell repl: inducers of MIN6 beta-cell proliferation, primary screen, ATP luminescence, uHTS; 330,000 tested, 0.29% active; AID 2380, 2010; MIN6 cells proliferation, ATPlite luminescence, 48 h; cells starved in 0.2% serum; 100% = growth in 10% serum; proliferation, % at 10 µM;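 active = compounds whose signal lies at least 3.5 SD above the mean of all wells on their plate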;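 note: 0% = DMSO-treated cells in low-serum medium and 100% = 10% serum control; some compounds called inactive have numbers as strong as hits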
# NR3A LBD binder: binders of NR3A ligand-binding domain, primary screen, biophysical, differential scanning fluorimetry, uHTS. Glutamate receptor ionotropic, NMDA 3A (GRIN3A) ligand-binding domain. NR3A LBD differential scanning fluorimetry, Tm shift; 0% = protein alone, 100% = glycine-bound protein. Tm shift relative to glycine control, % at 25 µM. 340,000 tested, 2.5% active. AID 1259313, 2017;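 active = melting temperature shift of at least 10% of the positive control shift, at one fixed dose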
# hIAP block: human IAP inhibitors, primary screen, biochemical, luminescence, uHTS | Intestinal-type alkaline phosphatase (Homo sapiens), P09923 | purified IAP, CDP-Star luminescence, 30 min | inhibition, % at 10 µM | 330,000 tested, 0.12% active;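 active = inhibition reaching a set limit with compound at 10 µM in the primary screen, cut at about 35% in these data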;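 note: plate controls were DMSO wells with enzyme for no effect and no-enzyme buffer wells for full effect; values of inactives mirror those of a sister screen read the other way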
# Active calls of the source: *; / = no result given. An unsorted share of the library; any-hit rate near 5%.
# Below each compound: A3G deaminase	MPTP block	hIAP act	A3A deaminase	mIAP inh	mIAP act	beta cell repl	NR3A LBD binder	hIAP block
1. O=C(CSc1nc(-c2ccccc2)cc(C(F)(F)F)n1)c1cccc([N+](=O)[O-])c1
    -6	3.8	1	0	10	0.9	0	-6	-2
2. CCCCCC1(C)NC(=S)N(c2ccccc2)N1 (stereo not given)
    -15	-1.5	0.93	-2	15	0.85	0	-1	7
3. COc1ccc(CN(C)C(=O)COC(=O)c2ccc3c(c2)OCO3)cc1OC
    -7	0.3	1	0	5	0.95	3	-5	0
4. CCOC(=O)C1=C(C)N=c2s/c(=C/c3cccc([N+](=O)[O-])c3O)c(=O)n2C1c1ccc(OC)cc1OC (stereo not given)
    14	14	1	4	43*	0.57	-4	5	-4
5. Cc1ccc(S(=O)(=O)N2CCCCC2CCNC(=O)C(=O)NCc2cccnc2)cc1 (stereo not given)
    -4	-0.9	1.1	1	0	1	-1	2	-8
6. Cc1cc(-c2ccccc2)nc2cc(C(=O)NCCCn3ccnc3)nn12
    -1	-0.4	1.1	2	9	0.91	-1	0	-5
7. CC1(C)CC2CC(C)(CN2Cc2c(O)ccc3ccccc23)C1 (stereo not given)
    -4	1.8	1	-2	-3	1	-1	-2	-4
8. CNC(=O)NC(=S)NC(=O)c1ccc(OC)cc1
    -9	0.1	0.93	-5	1	0.99	-3	3	7
9. Fc1cccc(CNc2ncnc3cc(Cl)ccc23)c1F
    -11	22	1.1	-5	10	0.9	-7	6	-8
10. CCN1CCN(CCCNC(=O)C2CCN(c3nnc(-n4c(C)ccc4C)s3)CC2)CC1
    1	0.2	0.98	-2	6	0.94	-2	0	2
11. CC(C)(C)c1csc(NC2=NS(=O)(=O)c3ccccc32)n1
    -6	1.5	1.4	-2	9	0.91	-4	-7	-38
12. CC1CCC(NC(=O)CCn2ccc3cc(S(=O)(=O)N4CCCC4)ccc32)CC1 (stereo not given)
    -6	-0.2	1.4	-2	-7	1.1	-3	-2	-43
13. Cc1nnn(-c2nonc2N)c1C(=O)NNC(=O)c1ccc(Cl)c(Cl)c1
    -6	0.4	1.6	-1	9	0.91	-3	-16	-64
14. O=C(CNC(=O)c1cccs1)OCC(=O)c1ccc([N+](=O)[O-])cc1
    -10	-2.5	1.1	-1	0	1	-2	1	-11
15. COc1ccc(C(C[N+](=O)[O-])c2c(-c3ccccc3)cc3ccccn23)cc1OC (stereo not given)
    -2	0.5	0.98	1	8	0.92	-5	0	2
16. CCOC(=O)C1CCN(c2cc(C)nc3cc(-c4cccc(F)c4)nn23)CC1
    -5	-0.6	0.91	3	-8	1.1	0	2	9
17. COc1cc(C(=O)NCCC(C)C)c([N+](=O)[O-])cc1OC
    1	-0.9	1.2	-4	-14	1.1	0	-5	-18
18. Cc1cccc(N2CCN(C(=O)C3CCN(c4ncnc5c4nc4n5CCCCC4)CC3)CC2C)c1 (stereo not given)
    -7	-1.5	1.2	-7	-11	1.1	-5	-1	-22
19. O=C(CN1C(=O)NC(Cc2ccccc2)C1=O)Nc1ccccc1OC(F)F (stereo not given)
    -9	0.9	1.2	2	-2	1	-2	2	-18
20. O=C(CCC(=O)Nc1ccc(Oc2ccccc2)cc1)NCCO
    -6	-2.7	1	-3	0	1	-1	-3	-3
21. O=C1CC[C@H](O)CCN1[C@H](CSc1ccccc1)Cc1ccccc1
    -4	-0.4	0.89	-1	-1	1	6	-1	12
22. Oc1ccc(/C=N/N2CCOCC2)c(O)c1O
    -5	0.5	1	-1	4	0.96	-7	0	-3
23. Cc1cc(C)c(N2C(=O)CCCC2=O)c(Cl)c1
    -1	-0.1	1.2	6	-2	1	-4	2	-16
24. CCN1CCN(C(=S)NC(=O)c2cccs2)CC1
    -12	-0.7	0.95	-2	6	0.94	-1	2	5
25. COc1cccc(NC(=O)NNC(=O)CN2C(=O)COc3ccccc32)c1
    -2	-1.2	1.3	-2	-11	1.1	0	0	-30
26. O=C(CSc1nc2ccsc2c(=O)n1CC1CCC(C(=O)O)CC1)NCCc1ccc(Cl)cc1 (stereo not given)
    -5	-1.5	1.1	-6	1	0.99	-3	-3	-14
27. CCOC(=O)C(=NCC1CCCO1)NNc1ccccc1Cl (stereo not given)
    -3	2.2	0.92	4	5	0.95	-1	2	8
28. COc1ccc(-c2c(C)n([O-])c3c([n+]2=O)CCCC3)cc1
    -2	1.2	2.2*	-3	1	0.99	-1	1	-122
29. CC(C)(C)c1cnnn1-c1ccc(C(=O)CCl)cc1
    -5	1.2	1.1	-2	-8	1.1	-6	-1	-6
30. CC(=O)Nc1ccc(S(=O)(=O)NCCc2ccc(S(N)(=O)=O)cc2)cc1
    -1	0.5	0.85	0	6	0.94	1	1	15

# Next part; it opens with the two that closed the last part.
# Below each compound: A3G deaminase	MPTP block	hIAP act	A3A deaminase	mIAP inh	mIAP act	beta cell repl	NR3A LBD binder	hIAP block
29. CC(C)(C)c1cnnn1-c1ccc(C(=O)CCl)cc1
    -5	1.2	1.1	-2	-8	1.1	-6	-1	-6
30. CC(=O)Nc1ccc(S(=O)(=O)NCCc2ccc(S(N)(=O)=O)cc2)cc1
    -1	0.5	0.85	0	6	0.94	1	1	15
31. C/C(=N\NC(=O)CC1(C)OCCO1)c1cccs1
    -8	-0.9	1.1	-6	-15	1.1	-1	-1	-6
32. CCOc1cc(Cl)c(S(=O)(=O)NCCCN2CCOCC2)cc1Cl
    -9	-0.5	0.92	-4	0	1	1	0	8
33. CCNC(=O)CSc1nnc(-c2cc(-c3ccc(Cl)cc3)nc3ccccc23)o1
    -9	0.6	0.99	1	12	0.88	0	0	1
34. COc1ccccc1/C=C/C=N/n1c(-c2ccccn2)n[nH]c1=S
    45*	-2.6	0.95	-4	4	0.96	0	2	4
35. O=C1/C(=C/c2cccnc2)SC(=S)N1NS(=O)(=O)c1ccccc1
    -5	-1.1	0.99	-1	14	0.85	-1	2	1
36. O=C(CN1CCN(S(=O)(=O)c2ccc(Br)s2)CC1)N1CCCCC1
    -2	-1.9	1.4	1	3	0.97	-5	4	-42
37. C1CC(CN2CCOCC2)CN(c2nc3nonc3nc2N2CCSCC2)C1 (stereo not given)
    -6	-1.9	1.1	-3	-4	1	0	2	-6
38. S=c1[nH]nc(Cc2ccccc2)n1-c1ccc(Cl)cc1
    11	1.6	1.2	8	-2	1	2	0	-18
39. Cc1cc(C)c(NC(=O)COc2nc3ccccc3nc2C)c(C)c1
    -5	5.2	0.83	-1	5	0.95	0	2	17
40. Cc1nn2c3c(cnc2c1-c1ccc(Cl)cc1)C(=O)CC(c1ccco1)C3 (stereo not given)
    -13	2.5	1	-6	16	0.83	5	3	0
41. Cc1n[nH]c(C)c1Sc1ccccc1N=Cc1cc([N+](=O)[O-])ccc1O
    -7	/	0.85	-2	18	0.82	1	/	15
42. O=C(N/N=C(/CC(=O)c1cccs1)C(F)(F)F)c1ccc(O)cc1
    -6	-0.1	0.82	6	5	0.95	0	9	18
43. COc1ccccc1-n1cnnc1SCC(=O)Nc1cccnc1Cl
    -5	-1.9	1	4	-1	1	2	0	0
44. O=C(NC(=S)Nc1ccc2oc(-c3ccncc3)nc2c1)c1ccccc1F
    2	0.8	0.91	1	0	1	-1	2	9
45. N#CC1=C(N)Oc2n[nH]c(-c3ccccc3)c2C12C(=O)Nc1ccccc12 (stereo not given)
    -7	-0.8	0.96	-5	-5	1	3	-1	4
46. Cc1nn(-c2ccccc2)c(Cl)c1/C=N/N1CCN(c2ccccn2)CC1
    -9	1.4	1	1	1	0.99	-3	0	-3
47. Cc1cc(=O)[nH]c(SCC(=O)NCC2CCCO2)n1 (stereo not given)
    -6	1.3	1.1	-1	0	1	-2	1	-7
48. Clc1cncc(Cl)c1N/N=C/c1ccccc1
    5	4.5	1.1	6	7	0.93	-2	-8	-11
49. CC(C)(C)OC(=O)NCCCCC1=CC2=CC(=O)C(C)(O)C(=O)C2=CO1 (stereo not given)
    -7	1.9	0.96	0	8	0.92	-3	-8	4
50. CCOc1ccc2[nH]cc(C(=O)N3CCN(C4CCCCC4)CC3)c(=O)c2c1
    -4	-0.2	1.1	-4	0	1	0	-1	-7
51. Cc1ccc(C(=O)NC(=S)Nc2ccc(N3CCOCC3)cc2)cc1C
    -8	2.0	0.9	-5	5	0.95	-5	3	10
52. Cc1occc1C(=O)Nc1nnc(-c2ccncc2)s1
    -4	-2.2	1	-3	5	0.95	-4	4	0
53. O=C(O)CCCNS(=O)(=O)c1ccc2ccccc2c1
    -1	-1.1	1.1	6	5	0.95	-1	-2	-8
54. C/C(=N\NC(=O)c1cc(C(C)C)[nH]n1)c1ccncc1
    0	0.2	1.1	-3	5	0.95	-2	0	-13
55. CC(C)(C)OC(=O)C[C@@H]1C/C=C\C[C@H](CC(=O)N(CCO)Cc2ccccc2)C(=O)NCCOC1=O
    -4	1.0	1	-1	-10	1.1	0	1	-4
56. Cc1ccc(-c2cc(C(=O)Nc3cnn(C45CC6CC(CC(C6)C4)C5)c3)no2)cc1
    -3	2.6	0.94	1	7	0.93	-1	-3	6
57. Cc1cc(C)cc(N2C(=O)CSC2c2cccs2)c1 (stereo not given)
    -1	-2.6	1	1	-2	1	0	-1	-2

# Some of the entries so far, in transposed form:
48	Clc1cncc(Cl)c1N/N=C/c1ccccc1
49	CC(C)(C)OC(=O)NCCCCC1=CC2=CC(=O)C(C)(O)C(=O)C2=CO1 (stereo not given)
50	CCOc1ccc2[nH]cc(C(=O)N3CCN(C4CCCCC4)CC3)c(=O)c2c1
51	Cc1ccc(C(=O)NC(=S)Nc2ccc(N3CCOCC3)cc2)cc1C
52	Cc1occc1C(=O)Nc1nnc(-c2ccncc2)s1
53	O=C(O)CCCNS(=O)(=O)c1ccc2ccccc2c1
54	C/C(=N\NC(=O)c1cc(C(C)C)[nH]n1)c1ccncc1
55	CC(C)(C)OC(=O)C[C@@H]1C/C=C\C[C@H](CC(=O)N(CCO)Cc2ccccc2)C(=O)NCCOC1=O

entry no.,48,49,50,51,52,53,54,55
A3G deaminase,5,-7,-4,-8,-4,-1,0,-4
MPTP block,4.5,1.9,-0.2,2.0,-2.2,-1.1,0.2,1.0
hIAP act,1.1,0.96,1.1,0.9,1,1.1,1.1,1
A3A deaminase,6,0,-4,-5,-3,6,-3,-1
mIAP inh,7,8,0,5,5,5,5,-10
mIAP act,0.93,0.92,1,0.95,0.95,0.95,0.95,1.1
beta cell repl,-2,-3,0,-5,-4,-1,-2,0
NR3A LBD binder,-8,-8,-1,3,4,-2,0,1
hIAP block,-11,4,-7,10,0,-8,-13,-4

56	Cc1ccc(-c2cc(C(=O)Nc3cnn(C45CC6CC(CC(C6)C4)C5)c3)no2)cc1
57	Cc1cc(C)cc(N2C(=O)CSC2c2cccs2)c1 (stereo not given)

entry no.,56,57
A3G deaminase,-3,-1
MPTP block,2.6,-2.6
hIAP act,0.94,1
A3A deaminase,1,1
mIAP inh,7,-2
mIAP act,0.93,1
beta cell repl,-1,0
NR3A LBD binder,-3,-1
hIAP block,6,-2
